POLK inh = qHTS for Inhibitors of Polymerase Kappa. purified Pol kappa, fluorescent DNA synthesis assay, 10 min. Potency, µM (top dose mostly 107 µM), for inactives: at the top dose activity, negative = inhibition, actives largely listed as inhibitors. hit rate 0.53% among 400,000. AID 588579, 2011; note: potency is the fitted concentration of half-maximal effect; % is set by controls: 0 for no effect and ±100 for the full control effect
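Fluorescent qHTS in 1536-well format: enzyme (10 nM) and compound sat 15 min at room temperature before 50 nM substrate (final) was added. Signal taken at 0 and 10 min; no-enzyme buffer wells were negative controls.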
APE1 inh = qHTS Assay for Inhibitors of the Human Apurinic/apyrimidinic Endonuclease 1 (APE1); recombinant APE1, TAMRA/BHQ-2 abasic DNA cleavage fluorescence; DNA repair nuclease/redox regulator APEX1 (Homo sapiens), P27695; AID 2517, 2012; Potency, µM (doses to about 65.8 µM), without a hit: top-dose activity change, negative = inhibition, hits mostly inhibitors; hit rate 0.35% among 350,000;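 note: potency is the fitted concentration of half-maximal effect; plate controls were vehicle for no effect and reference inhibitor for full effect; nearly all actives have a fitted effect of over 55% in size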
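Quantitative HTS: incision of a TAMRA/BHQ-2 double-stranded substrate bearing a tetrahydrofuran abasic site by 0.75 nM APE1 raises fluorescence. Substrate 50 nM final, added after 15 min compound preincubation at room temperature; progress as third-minus-first kinetic read difference.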
ALOX12 inh = Primary qHTS assay for inhibitors of human arachidonate 12S-lipoxygenase (ALOX12): Round 2 | Polyunsaturated fatty acid lipoxygenase ALOX12 (Homo sapiens), P18054 | purified 12hLO, xylenol orange hydroperoxide absorbance | Potency, µM (highest dose often 108 µM), inactives show at the highest dose activity change, negative = inhibition, usual class: inhibitors | hit rate 1.1% among 580,000; note: potency is the fitted concentration of half-maximal effect; % is set by controls: 0 for no effect and ±100 for the full control effect
Target sequence (P18054 whole entry, looked up): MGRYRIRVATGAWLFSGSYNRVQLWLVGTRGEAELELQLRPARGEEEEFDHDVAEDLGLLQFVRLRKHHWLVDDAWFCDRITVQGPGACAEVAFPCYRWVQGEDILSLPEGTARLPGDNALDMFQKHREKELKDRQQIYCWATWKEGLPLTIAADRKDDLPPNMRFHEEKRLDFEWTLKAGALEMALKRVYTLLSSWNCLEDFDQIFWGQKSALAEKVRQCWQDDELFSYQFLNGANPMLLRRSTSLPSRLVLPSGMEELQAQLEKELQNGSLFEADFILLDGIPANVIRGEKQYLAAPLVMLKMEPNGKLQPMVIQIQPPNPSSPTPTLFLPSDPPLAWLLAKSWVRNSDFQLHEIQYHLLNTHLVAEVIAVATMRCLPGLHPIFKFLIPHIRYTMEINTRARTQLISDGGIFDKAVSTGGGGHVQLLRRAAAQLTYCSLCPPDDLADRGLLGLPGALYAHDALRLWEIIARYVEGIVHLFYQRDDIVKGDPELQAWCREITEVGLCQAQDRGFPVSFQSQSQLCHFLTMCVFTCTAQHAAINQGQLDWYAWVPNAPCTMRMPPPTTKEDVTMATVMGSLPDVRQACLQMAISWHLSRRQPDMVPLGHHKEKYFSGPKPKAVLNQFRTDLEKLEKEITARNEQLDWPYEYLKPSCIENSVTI
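Purified human 12hLO (150 nM final) in 25 mM Hepes, 0.01% Triton X-100, pH 7.0 was preincubated 15 min at room temperature with compound. Then 40 uM arachidonic acid was added, 30 min. Hydroperoxide was read by Fe-XO absorbance ratio 573/405 nm.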
LDHA block = qHTS assay for inhibitors of human lactate dehydrogenase. purified LDHA, NADH/diaphorase-resazurin fluorescence; active compounds read low. activity change, % (values are at about 110 or 230 µM). hit rate 0.15% among 480,000. AID 1347041, 2019; in the data active = activity change below about -30%; inconclusive = mostly about -25% to -30%;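 note: plate controls were DMSO wells for no effect and wells without enzyme for full effect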
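Human LDH5 at 2 nM final in Tris HCl pH 7.4 with 0.06 mM NADH and 0.2 mM pyruvate, reacted 5 minutes at room temperature. Remaining NADH coupled via diaphorase/resazurin; resorufin fluorescence read at 0 and 20 minutes, normalized to enzyme-free and DMSO wells.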
ERG-DNA inh = qHTS for Small Molecule Inhibitors of the ERG Ets/DNA interaction | fluorescence polarization, His-ERG Ets domain / labelled DNA | Potency, µM (doses to about 76.9 µM), for inactives: at the highest dose FP activity, negative = inhibition, actives largely listed as inhibitors | hit rate 0.028% among 370,000 | Transcriptional regulator ERG (Homo sapiens), P11308 | AID 624246, 2012; active = well fitted inhibition curve with a large enough effect in the polarisation, with a control signal flat; inconclusive = small, poorly fitted or top-dose-only effect, or effect the other way, or a change in a side signal; inactive = no such curve, though single readings can be large or run the other way; the % refers to the polarisation;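 note: polarization taken with two DNA probes labelled with fluorescein and Texas red; potency is the fitted concentration of half-maximal effect; % of control where 0% means no effect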
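His-tagged ERG Ets domain (1 uM in the protein solution; 300mM KCl, 50mM Tris-HCl, 1mM EDTA, 1mM DTT, pH 7.5) received compound, then a probe mix of 5 nM fluorescein-DNA and 100nM Texas-615-DNA. Fluorescence polarization was read for both dyes.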
Pol eta inh = qHTS for Inhibitors of Polymerase Eta | DNA polymerase eta (Homo sapiens), Q9Y253 | recombinant Pol eta, fluorescent DNA replication assay | Potency, µM (titrated, usually from 114 µM), without a hit: at the highest dose activity change, negative = inhibition, most hits filed as inhibitors | hit rate 1.2% among 390,000 | AID 588591, 2011; note: potency is the fitted concentration of half-maximal effect; % is set by controls: 0 for no effect and ±100 for the full control effect
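Fluorescent replication assay: 50 nM final substrate added after a 15 min room-temperature compound preincubation with 10 nM enzyme. Signal taken at 0 min and again at 10 min.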
RGS4 inh = Inhibitors of Regulator of G Protein Signaling (RGS) 4: qHTS; Regulator of G-protein signaling 4 (Homo sapiens), P49798; Transcreener GDP fluorescence polarization, RGS4-accelerated GTP hydrolysis; Potency, µM (doses to about 114 µM), inactives show at the highest dose activity change, negative = inhibition, usual class: inhibitors; hit rate 0.039% among 390,000; AID 504845, 2011; note: potency is the fitted concentration of half-maximal effect; % is set by controls: 0 for no effect and ±100 for the full control effect; nearly all actives have a fitted effect of over 75% in size; some results filed as inactive show a strong effect at the top dose
Target sequence (P49798 whole entry, looked up): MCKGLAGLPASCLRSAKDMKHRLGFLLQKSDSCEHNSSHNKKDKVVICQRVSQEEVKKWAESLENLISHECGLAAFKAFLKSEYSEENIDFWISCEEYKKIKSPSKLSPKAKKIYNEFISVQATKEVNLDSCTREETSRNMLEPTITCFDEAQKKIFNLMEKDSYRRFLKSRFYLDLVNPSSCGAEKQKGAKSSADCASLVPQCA
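MLSMR compounds (23 nl, pin-transferred) preincubated 10 min at room temperature with a 500nM (2x) first reagent, then RGS4 at 900nM (2x) plus Transcreener GDP mix added; fluorescence polarization (620/688 nm) read before and after 90 min at 30 °C.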
Apoferritin bind = qHTS Assay for Identification of Novel General Anesthetics; apoferritin/1-aminoanthracene competitive binding, fluorescence; hit rate 0.074% among 350,000; Potency, µM (series often up to 77.5 µM), inactives show at the highest dose activity change, negative = displacement, actives largely listed as inhibitors; Ferritin light chain (Equus caballus), P02791; note: potency is the fitted concentration of half-maximal effect; % is set by controls: 0 for no effect and ±100 for the full control effect; nearly all actives have a fitted effect of over 20% in size
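10 uM apoferritin + 50% sat. 1-AMA, PBS; cpd 10 min RT; Ex380/Em535 endpoint; normalized to free probe vs complex; 4-param Hill fit; propofol titration as pos. ctrl.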
POLB inh = qHTS Assay for Inhibitors of DNA Polymerase Beta; Pol beta primer extension/strand displacement, fluorescence kinetic; Potency, µM (top dose mostly 114 µM), without a hit: top-dose activity change, negative = inhibition, actives largely listed as inhibitors; hit rate 1.3% among 340,000; AID 485314, 2010; note: potency is the fitted concentration of half-maximal effect; % is set by controls: 0 for no effect and ±100 for the full control effect
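Preincubation: enzyme (10 nM) with compound, 15 min, RT. Reaction: substrate added to 50 nM final. Reads: 0 and 10 min. Analysis: normalized, Hill fit.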
* = called active by the depositor; ? = inconclusive; · = not tested or not shown; [ ] = another dose, or the depositor's remark. Unless noted, calls come from the whole dose curve; as a rule, active = well fitted curve in the direction sought with a large enough effect; inconclusive = small, poorly fitted or top-dose-only effect, or another doubt; inactive = no such curve, though single readings can be large; an effect the other way counts as inactive or inconclusive. Some of the compounds tested, so the mix of outcomes need not match the whole.

1. Cc1c(Cl)cccc1NC(=O)Cn1c(CCC(=O)O)ccc1-c1ccccc1
2. Cn1ccc(CC(=O)N2CCC(N3CCC(C(=O)N4CCCC4)CC3)CC2)c1
3. COc1ccc(C(=O)N2CCN(CCNC(=O)C(=O)Nc3ccc(Br)cc3)CC2)cc1
4. CCCCNC(=O)CCn1nc(-c2ccc(Cl)cc2)ccc1=O
5. COc1ccc(Br)cc1CNC(=O)c1cc2ccccn2n1
6. COc1ccc(NC(=S)Nc2ncccc2C)cc1OC
7. Oc1ccc2nnc3c(Br)cnn3c2c1
8. COCC(=O)NCCNc1nc2ccc(C)cc2cc1C
9. COc1ccccc1N1CCN(C(=O)CSc2nnc(NC(=O)c3ccco3)s2)CC1
10. CC(NCC(=O)NCC(=O)Nc1ccc(F)cc1)c1cccc(C(F)(F)F)c1 (centres undefined)
screen / no. | 1 | 2 | 3 | 4 | 5 | 6 | 7 | 8 | 9 | 10
Apoferritin bind | 2% | -12% | -3% | -17% | -20% | -12% | 312%[activator] | -15% | -9% | ·
ERG-DNA inh | -1% | 17% | 13% | 20% | 5% | 2% | 15% | -4% | -9% | -8%
RGS4 inh | 17% | -7% | 4% | 28% | -2% | 4% | 12% | 7% | -11% | -15%
APE1 inh | -4% | 0% | 0% | 5% | · | -2% | -19% | -1% | 12% | 11%
LDHA block | -3 | 5 | -6 | -2 | -3 | -1 | -6 | -2 | -5 | 0
ALOX12 inh | 189%[activator] | 3% | -7% | 5% | -4% | 5µM* | -10% | -23% | 5% | 8%
POLB inh | 3% | 0% | -1% | 0% | 17% | -12% | 9% | 2% | 36% | ·
POLK inh | -1% | -9% | -6% | -12% | -4% | -14% | -6% | -18% | -11% | -5%
Pol eta inh | -22% | -9% | -18% | -8% | -5% | -5% | 10% | 3% | -14% | -20%

One compound at a time, as listed above:
COc1ccccc1N1CCN(C(=O)CSc2nnc(NC(=O)c3ccco3)s2)CC1 is listed as Apoferritin bind: -9%; ERG-DNA inh: -9%; RGS4 inh: -11%; APE1 inh: 12%; LDHA block: -5; ALOX12 inh: 5%; POLB inh: 36%; POLK inh: -11%; Pol eta inh: -14%
COc1ccc(Br)cc1CNC(=O)c1cc2ccccn2n1 is listed as Apoferritin bind: -20%; ERG-DNA inh: 5%; RGS4 inh: -2%; APE1 inh: ·; LDHA block: -3; ALOX12 inh: -4%; POLB inh: 17%; POLK inh: -4%; Pol eta inh: -5%

(next part)
11. N#C/C(=C\c1cccs1)c1nc2ccccc2[nH]1
12. CCc1ccccc1NC(=O)Cn1nnc(-c2cccnc2)n1
13. Nc1cc2c(cc1Br)[nH]c(=O)c1ccccc12
14. COc1ccc(NC(=O)Cn2c(=O)n(Cc3nc(C)no3)c(=O)c3cc4c(cc32)OCO4)cc1
15. CCn1c(C)nc2cc(S(=O)(=O)Nc3ccc(C)cc3)ccc21
16. CCCCn1c(N)c(N(CC(C)C)C(=O)c2ccc(-n3c(C)ccc3C)cc2)c(=O)[nH]c1=O
17. O=S(=O)(c1ccc(-c2ccon2)s1)N1CCOCC1
18. COc1ccc(NC(=O)C2CCN(S(=O)(=O)c3ccc4[nH]c(=O)ccc4c3)CC2)c(OC)c1
19. COc1ccc(OC)c(NC(=O)C(Cc2ccccc2)NS(=O)(=O)c2ccc3c(c2)CCC(=O)N3)c1 (centres undefined)
20. CCOC(=O)N1CCC(=NNC(=O)c2ccc(O)cc2)CC1
screen / no. | 11 | 12 | 13 | 14 | 15 | 16 | 17 | 18 | 19 | 20
Apoferritin bind | -6% | -4% | · | -16% | -7% | · | -5% | -4% | -7% | -2%
ERG-DNA inh | 6% | -4% | -4% | 1% | 12% | 13% | 7% | 1% | 1% | 1%
RGS4 inh | 11% | -20% | 14% | 27% | -7% | -21% | 27% | -30% | -19% | -37%
APE1 inh | -2% | 4% | · | · | -3% | -7% | 0% | · | · | 10%
LDHA block | -7 | -6 | 12 | 3 | -7 | -8 | -11 | 0 | 2 | 1
ALOX12 inh | ? | 0% | -11% | 6% | ? | -7% | ? | 0% | -11% | 6%
POLB inh | ? | -10% | · | 1% | -13% | · | 1% | -10% | 35% | 35%
POLK inh | -13% | 0% | -12% | -19% | 9% | -1% | -6% | -4%[60.1 µM] | -4% | -7%
Pol eta inh | ? | -17% | ? | -8% | -12% | -2% | -20% | -15% | -1% | -4%

21. COc1ccccc1-c1cc(C(=O)Nc2ccc(F)cc2F)no1
22. COc1ccc(-c2noc(CCC(N)=O)n2)cc1OC
23. COc1ccc(S(=O)(=O)N2CCN(CCC(=O)Nc3ccc(F)cc3)CC2)cc1
24. CCCCN(Cc1ccccc1)c1ncnc2nc[nH]c12
25. Cn1cc(S(=O)(=O)N2CCCC2)cc1C(=O)NCc1ccccc1
26. O=C(CSCc1ccc(C(=O)O)cc1)Nc1ccc2ccccc2c1
27. Cc1ccc2c(c1)C1CN(C)CCC1N2Sc1ccccc1[N+](=O)[O-] (centres undefined)
28. Cc1ccc(-c2nn(C)c(=O)c3ccccc23)cc1CN1CCCCC1
screen / no. | 21 | 22 | 23 | 24 | 25 | 26 | 27 | 28
Apoferritin bind | -1% | 1% | -2% | -13% | -11% | -4% | ? | -6%
ERG-DNA inh | 2% | -8% | · | -16% | 5% | -3% | 2% | 8%
RGS4 inh | -4% | -9% | 6% | -26% | 1% | 20%[11.4 µM] | 11% | -3%
APE1 inh | 0% | 1% | 2% | 8% | 6% | 0% | 1% | 0%
LDHA block | -3 | 7 | -5 | 4 | 2 | 1 | -4 | -3
ALOX12 inh | 0% | 6% | -6% | · | 7% | 4% | ? | -12%
POLB inh | 41% | -28% | -25% | 12% | 2% | -17% | -20% | 1%
POLK inh | 4% | -1% | 0% | 7% | -1% | -6% | -11% | 10%
Pol eta inh | -8% | -13% | -6% | -15% | -18% | -20% | -19% | -17%

Among those listed so far, 10 have an aryl methoxy group:
3. COc1ccc(C(=O)N2CCN(CCNC(=O)C(=O)Nc3ccc(Br)cc3)CC2)cc1
5. COc1ccc(Br)cc1CNC(=O)c1cc2ccccn2n1
6. COc1ccc(NC(=S)Nc2ncccc2C)cc1OC
9. COc1ccccc1N1CCN(C(=O)CSc2nnc(NC(=O)c3ccco3)s2)CC1
14. COc1ccc(NC(=O)Cn2c(=O)n(Cc3nc(C)no3)c(=O)c3cc4c(cc32)OCO4)cc1
18. COc1ccc(NC(=O)C2CCN(S(=O)(=O)c3ccc4[nH]c(=O)ccc4c3)CC2)c(OC)c1
19. COc1ccc(OC)c(NC(=O)C(Cc2ccccc2)NS(=O)(=O)c2ccc3c(c2)CCC(=O)N3)c1 (centres undefined)
21. COc1ccccc1-c1cc(C(=O)Nc2ccc(F)cc2F)no1
22. COc1ccc(-c2noc(CCC(N)=O)n2)cc1OC
23. COc1ccc(S(=O)(=O)N2CCN(CCC(=O)Nc3ccc(F)cc3)CC2)cc1
screen / no. | 3 | 5 | 6 | 9 | 14 | 18 | 19 | 21 | 22 | 23
Apoferritin bind | -3% | -20% | -12% | -9% | -16% | -4% | -7% | -1% | 1% | -2%
ERG-DNA inh | 13% | 5% | 2% | -9% | 1% | 1% | 1% | 2% | -8% | ·
RGS4 inh | 4% | -2% | 4% | -11% | 27% | -30% | -19% | -4% | -9% | 6%
APE1 inh | 0% | · | -2% | 12% | · | · | · | 0% | 1% | 2%
LDHA block | -6 | -3 | -1 | -5 | 3 | 0 | 2 | -3 | 7 | -5
ALOX12 inh | -7% | -4% | 5µM* | 5% | 6% | 0% | -11% | 0% | 6% | -6%
POLB inh | -1% | 17% | -12% | 36% | 1% | -10% | 35% | 41% | -28% | -25%
POLK inh | -6% | -4% | -14% | -11% | -19% | -4%[60.1 µM] | -4% | 4% | -1% | 0%
Pol eta inh | -18% | -5% | -5% | -14% | -8% | -15% | -1% | -8% | -13% | -6%
